Screens (PubChem)
Tat transport: E. coli Tat transport inhibition | hit rate 0.036% among 340,000 | inhibition, % at 10 µM | AID 488895 | E. coli MC4100 TorA-mCherry Tat export, fluorescence;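 active means mean replicate inhibition at least 50% and at least half of replicates individually reaching 50%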;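 further: exported cargo escapes ClpAP degradation while cytoplasmic cargo is degraded and loses fluorescence; 0% = median of neutral control wells and 100% = median of NaSCN control wells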
phage Ecoli inh: E. coli growth loss with phage present. inhibition, % at 11.9 µM. hit rate 0.26% among 360,000. growth absorbance. AID 651602; in the data active means inhibition above about 11%
AddAB inh: less growth of phage-infected E. coli with AddAB; inhibition, % at 11.9 µM; E. coli expressing H. pylori AddAB, absorbance growth; AID 435030; hit rate 0.29% among 330,000; in the data active means inhibition above about 12%;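 further: 0% = vehicle wells of infected cells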
PKA-R1A activ: activators of PKA-R1A complex. hit rate 0.083% among 340,000. PKA-R1A dissociation, Cy5-IP20 fluorescence polarization; scaled: DMSO 0%, 113 µM cGMP 100%. P00514+P68181. activation, % at 11.4 µM;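 active means percent activation above the mean of all tested compounds plus 3 SD, cut at about 19% in these data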;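 further: higher means more PKAc released from R1A so a rise in polarization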
PKA-R2B act: activates the human PKA-R2B holoenzyme complex; hit rate 0.079% among 340,000; activation, % at 11.4 µM; P22694+P31323; PKA-R2B holoenzyme dissociation, Cy5-IP20 fluorescence polarization; R2B truncated from residue 108, S112A mutant; 0% DMSO only, 100% 113 µM cGMP; AID 504700;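 active means activation above a cutoff set at the mean over all compounds plus 3 SD, cut at about 18% in these data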;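 further: higher means more holoenzyme dissociation and a rise in polarization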
Target sequence (P31323 whole entry, looked up, other chains not shown, the tested form may be a part): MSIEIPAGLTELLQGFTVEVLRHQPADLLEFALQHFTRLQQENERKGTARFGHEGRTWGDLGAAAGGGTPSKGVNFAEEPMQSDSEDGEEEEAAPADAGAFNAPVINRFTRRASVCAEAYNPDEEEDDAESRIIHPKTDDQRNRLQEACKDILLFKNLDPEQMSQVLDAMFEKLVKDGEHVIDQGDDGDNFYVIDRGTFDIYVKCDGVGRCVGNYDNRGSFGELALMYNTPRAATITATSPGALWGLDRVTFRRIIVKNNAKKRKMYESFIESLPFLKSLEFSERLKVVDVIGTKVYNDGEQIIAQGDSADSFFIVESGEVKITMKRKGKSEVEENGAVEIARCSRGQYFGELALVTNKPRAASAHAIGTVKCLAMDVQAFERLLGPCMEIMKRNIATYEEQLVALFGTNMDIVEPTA
OPRM1-OPRD1 ag: agonists of human mu-delta opioid receptor heterodimerization. P35372+P41143. cells, OPRM1-OPRD1 heterodimerization, luminescence. activation, % at 9.3 µM. hit rate 0.3% among 340,000. AID 504326; in the data active means activation above about 18%;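 further: 0% = vehicle-treated cells and 100% = reference agonist; values of inactives mirror those of a sister screen read the other way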
HTR5A inv ctr: inverse agonist of human HTR5A in OPRM1-OPRD1 counter-screen | P47898 | HTR5A cell line, luminescence, inverse agonism | inhibition, % at 9.3 µM | hit rate 0.083% among 340,000 | AID 504634; in the data active means inhibition mostly above about 23%, no sharp cut-off; inactive means mostly below about 18%;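 further: 0% = cells with DMSO and 100% = no-cell wells with DMSO; some compounds called inactive have numbers as strong as hits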
Target sequence (P47898 whole entry, looked up): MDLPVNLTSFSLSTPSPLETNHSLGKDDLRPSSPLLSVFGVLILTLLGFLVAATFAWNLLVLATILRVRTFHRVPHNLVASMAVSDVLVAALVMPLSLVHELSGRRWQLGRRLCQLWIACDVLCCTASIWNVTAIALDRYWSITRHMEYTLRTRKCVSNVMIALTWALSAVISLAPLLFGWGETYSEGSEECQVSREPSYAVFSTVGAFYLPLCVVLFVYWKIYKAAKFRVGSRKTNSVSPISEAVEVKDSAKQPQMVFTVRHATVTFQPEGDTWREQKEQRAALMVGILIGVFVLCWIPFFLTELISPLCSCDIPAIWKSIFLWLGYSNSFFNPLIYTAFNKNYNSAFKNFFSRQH
E coli growth: counter-screen for AddAB inhibitors: E. coli growth inhibition; E. coli V3065 growth, OD600 absorbance, 18 h; inhibition, % at 11.9 µM; hit rate 0.27% among 330,000; AID 449728;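 active means inhibition above the campaign's mean inhibition across all tested compounds plus 3 SD, cut at about 9.9% in these data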;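 further: uninfected addAB+ strain grown without phage in ampicillin broth; 0% = DMSO wells and 100% = ciprofloxacin 0.95 µg/ml wells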
PfHsp90 yeast 2: growth inhibition of yeast expressing Plasmodium Hsp90 | S. cerevisiae expressing PfHsp90, BacTiter-Glo ATP, 48 h; yeast lacking PDR1 and PDR3 efflux regulators | inhibition, % at 9.4 µM | hit rate 0.32% among 310,000 | AID 504621;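 active means every replicate shows inhibition above about 80%, whatever the replicate mean, limit read from the data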;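 further: 0% = DMSO neutral controls and 100% = 20 µM radicicol positive controls; yeast relying on Plasmodium falciparum Hsp90 in place of its own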
OPRM1-OPRD1 inv: inverse agonist of human OPRM1-OPRD1 heterodimerization | P35372+P41143 | cell-based MOR-DOR heterodimer luminescence, inverse agonism | inhibition, % at 9.3 µM | hit rate 0.21% among 340,000 | AID 504357; in the data active means inhibition above about 22%, passing the limit was not always enough;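 further: 0% = cells with DMSO and 100% = wells without cells with DMSO; values of inactives mirror those of a sister screen read the other way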
SUMO Mot1 rescue: inhibitors of SUMOylation pathway: yeast Mot1-301 growth rescue; S. cerevisiae Mot1-301 growth rescue, ATP luminescence, 38.5C; percent above DMSO median, 100 means doubled; growth rescue, % at 18.8 µM; hit rate 1% among 320,000; AID 2716;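 active means every valid replicate shows activation above 250% relative to neutral control wells; inactive means the rest, any valid replicate at or below 250%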;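 further: OY570 slx delta 5 strain wells were the positive control but not used for scaling; some compounds called inactive have numbers as strong as hits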
Active calls of the source: *; · = no result given.

SMILES	Tat transport	phage Ecoli inh	AddAB inh	PKA-R1A activ	PKA-R2B act	OPRM1-OPRD1 ag	HTR5A inv ctr	E coli growth	PfHsp90 yeast 2	OPRM1-OPRD1 inv	SUMO Mot1 rescue
Cc1cccc(NC(=O)N2C3CCCC2CC(NC(=O)C2CC2)C3)c1 (stereo unspecified)	-7	-2.1	1.7	-4	6	-2.2	8	-2.5	20	13	221
Cn1nnnc1SCC(=O)Nc1ccc(N2CCOCC2)cc1	1	1.7	0.3	-6	3	1.4	1	-2.1	·	-8	-3
Cc1cccc(C)c1OCc1cc(C(=O)NCC2CC2)no1	-1	1.9	1.5	-12	11	2.0	-1	-1.1	-7	-11	-11
CCOc1ccccc1NC(=O)CN1CCC(C(=O)c2ccc(F)cc2)CC1	12	0.6	3.5	-2	-10	1.4	-5	-0.1	-22	-8	-8
O=C(NN1C(=O)C2C3C=CC(O3)C2C1=O)c1cccc(Br)c1 (stereo unspecified)	-4	2.6	0.9	-5	-16	-2.3	19	0.0	2	12	-6
Cc1ccc(S(=O)(=O)N2CCCC2CO)cc1 (stereo unspecified)	-9	-0.9	1.8	5	1	0.4	-2	2.0	10	-2	-7
CC(=O)N1CCc2cc(S(=O)(=O)Nc3cccc(C(F)(F)F)c3)ccc21	12	4.0	-0.6	-4	-4	2.8	8	-2.3	2	-17	8
O=C(CN1c2cccc3cccc(c23)S1(=O)=O)NCc1ccc(F)cc1	-10	1.8	1.1	1	-1	0.2	10	0.2	·	-1	21
Cc1ccc(SCCNC(=S)Nc2ccc(C)c(C)c2)cc1	-7	2.1	6.9	-8	-11	7.0	2	6.5	-34	-35	2
CCCCN1C(=O)C2NN=C(C(=O)OC)C2C1=O (stereo unspecified)	1	5.1	-0.7	11	1	-1.5	-11	-3.3	27	7	-7
O=C(OCCOc1ccccc1)c1n[nH]c2ccccc12	3	-0.1	0.6	-10	-12	2.5	-13	0.8	9	-13	-5
O=C(Nc1nc2ccccc2n1CCN1CCCCC1)C1CCCCC1	-6	-1.1	-3.3	-5	0	·	·	-3.1	-11	·	14
CCOc1ccc(Cl)cc1C1=CC(=O)C[C@H](c2ccc(OC)cc2)C1	-2	2.7	-2.4	1	2	-0.8	15	-0.1	3	5	-5
COc1ccc(N2CC(C(=O)Nc3nccs3)CC2=O)cc1 (stereo unspecified)	0	3.7	-1.2	-4	8	-0.4	-8	-2.4	-70	2	1
O=C(Cn1ncc2c(=O)oc3ccccc3c21)N1CCC(N2CCCCC2)CC1	-11	1.5	1.0	-2	1	0.7	2	3.6	21	-4	-14
O=C1COc2ccc(C(=O)COc3ccc([N+](=O)[O-])cc3)cc2N1	2	0.1	-1.4	9	-6	-2.3	-4	-2.0	10	12	11
O=C(CCn1c(=S)[nH]c2ccccc2c1=O)Nc1ccc(F)cc1	0	2.5	0.8	2	-5	-0.5	-11	0.8	-4	2	102
O=C(C1CC1)N1CCc2cc(S(=O)(=O)NCC3COc4ccccc4O3)ccc21 (stereo unspecified)	5	1.7	1.2	-4	-12	1.6	-2	1.0	-14	-9	159
Cc1c(CCC(=O)NCCCn2ccnc2)c(=O)oc2c(C)c3occ(C(C)(C)C)c3cc12	21	-1.7	2.0	-4	-4	-2.1	-5	-0.8	0	11	-2
NC(=O)CC(NC(=O)Cc1cccc2ccccc12)c1ccc(NCc2ccc(F)cc2)c([N+](=O)[O-])c1 (stereo unspecified)	5	0.6	-1.4	-14	-8	-4.1	14	1.8	-13	23	5
CCn1nnc2cc(C(=O)N(CCOC)CC(=O)Nc3cccc(C)c3C)ccc21	-3	3.2	4.5	7	4	-2.9	15	-3.5	-15	11	·
O=C1CC(N2CCN(c3cccc(C(F)(F)F)c3)CC2)C(=O)N1c1ccccc1 (stereo unspecified)	-2	4.0	0.0	2	7	3.6	7	0.8	·	-18	-11
Cc1cc(C)n2nc(CNS(=O)(=O)c3ccc(F)cc3)nc2n1	-6	1.9	1.2	-14	-1	0.3	-13	-1.6	4	-2	119
CC(C)c1ccc(NC2CCCN(C(=O)CSc3nncn3C)C2)cc1 (stereo unspecified)	1	2.7	-0.3	-8	-6	-1.5	9	0.5	-10	8	4
COc1c(C)oc2cc(O)ccc2c1=O	-3	1.1	4.3	0	4	-0.5	-20	2.1	-8	2	-5
Cn1nc(CC(=O)NC2CCCCC2)c2ccccc2c1=O	-8	0.9	-3.2	10	2	-1.1	10	-3.1	-24	6	423
CCCSc1cc(NCCOC(C)=O)c([N+](=O)[O-])c2nonc12	-4	1.1	2.9	8	2	-1.3	5	-1.2	20	7	-3
CCOc1ccc(NS(=O)(=O)c2ccc(C(=O)NC3CCN(Cc4ccccc4)CC3)cc2)cc1	-1	0.4	1.7	-4	-10	-0.2	-2	-1.1	-8	1	-2
S=c1[nH]nc(C2CCCCC2)n1Cc1ccccc1	2	3.1	1.4	-5	-11	-2.7	10	0.1	2	12	-4
Cc1nc2sc(C(c3cccc(F)c3)N3CC(C)OC(C)C3)c(O)n2n1 (stereo unspecified)	-3	-0.5	1.1	-9	-4	-1.3	-10	-0.2	20	7	47
COc1ccc(C(C)=O)cc1CC(=O)N(Cc1ccccc1)c1ccccc1	1	0.0	3.2	-1	0	-2.2	2	-1.1	-7	14	-15
COc1ccc(/C=N/NS(=O)(=O)c2ccc(F)cc2)cc1CN1CCSCC1	11	0.1	1.2	-12	-7	-0.8	-20	1.5	25	5	-1
O=C(NC1CCCN(Cc2ccc(Cl)cc2)C1)C1CCC1 (stereo unspecified)	20	2.7	2.0	-9	-2	-2.1	5	-0.1	8	11	8
COc1ccccc1NC(=O)c1ccc2[nH]c(C)c(C)c2c1	1	2.0	-1.0	-12	8	-0.3	-4	-0.5	9	2	-10
O=C(COc1cccnc1[N+](=O)[O-])NCc1cccs1	-1	6.1	3.7	-12	-4	-1.4	7	1.7	-5	8	3
O=C(NN=Cc1ccccc1)NN=Cc1ccccc1	-4	2.4	·	-11	1	-2.1	2	·	4	11	·
O=C(CC1C(=O)NCCN1Cc1c(F)cccc1Cl)NC1CCCC1 (stereo unspecified)	-4	3.4	5.2	4	-4	-1.1	4	1.2	15	6	-14
CC(OC(=O)/C=C/c1ccc(Br)cc1)C(=O)N1CCOCC1 (stereo unspecified)	-3	-0.6	0.5	7	-1	-0.1	6	0.6	11	1	-2
Cc1cc2c(Nc3cccc(O)c3)ncnc2s1	1	0.2	4.3	-7	1	-1.6	11	1.3	2	8	28
CCC(Sc1nnc(-c2ccco2)n1C)C(=O)Nc1nnc(C)s1 (stereo unspecified)	6	-2.0	2.0	-5	5	-0.7	-18	0.0	0	5	9
CCN1CCN(c2ccc([N+](=O)[O-])cc2C(=O)c2ccc(Cl)cc2)CC1	-3	2.7	-0.8	-6	-13	2.9	-23	-2.9	16	-16	105
Cc1sc(NC(=O)CN2CCN(c3ccccn3)CC2)c(C#N)c1C	4	0.5	-0.2	0	0	-0.6	12	-3.4	-16	3	2
NC(=O)/C(=C\c1cccnc1)NC(=O)c1ccccc1	-6	3.2	0.7	7	0	-2.0	1	1.4	28	9	19
O=C(NCCc1ccc(C(F)(F)F)cc1)c1ccc2c(c1)OCO2	-13	0.8	-1.8	-6	-4	3.1	-1	-1.9	-2	-16	14
CCOC(=O)c1c(NC(=S)Nc2ccc(F)cc2)sc2c1CCC2	-1	0.5	0.0	-3	-9	1.6	7	0.6	·	-8	131
CN(Cc1nnc(SCC(=O)NCCc2ccccc2)n1C)S(=O)(=O)c1ccccc1	-8	3.0	-3.4	-5	11	-1.7	2	-1.9	-14	10	-23
CC(C)c1cc(CNC(=O)c2cc(COc3cncc(Cl)c3)on2)on1	-2	-0.2	·	3	1	-2.6	-11	·	2	13	·
COc1ccccc1N(CC(=O)NCc1cccnc1)S(C)(=O)=O	1	-0.2	1.6	6	16	-2.1	9	0.2	23	12	-5
COc1ccccc1Oc1ccc2c(c1)C(=O)N(c1cccc(O)c1)C2=O	-1	1.2	1.8	4	-8	9.5	2	0.7	-10	-53	-16
Cc1ccc(C(C)C)c(OCc2ccc(C(=O)N/N=C/c3ccc(C(=O)O)cc3)cc2)c1	0	4.5	0.8	-11	-3	-1.1	-3	2.1	-17	5	-8

7 records picked at random from the list so far, as already listed:
SMILES	Tat transport	phage Ecoli inh	AddAB inh	PKA-R1A activ	PKA-R2B act	OPRM1-OPRD1 ag	HTR5A inv ctr	E coli growth	PfHsp90 yeast 2	OPRM1-OPRD1 inv	SUMO Mot1 rescue
O=C(NN=Cc1ccccc1)NN=Cc1ccccc1	-4	2.4	·	-11	1	-2.1	2	·	4	11	·
O=C(NC1CCCN(Cc2ccc(Cl)cc2)C1)C1CCC1 (stereo unspecified)	20	2.7	2.0	-9	-2	-2.1	5	-0.1	8	11	8
Cc1cccc(C)c1OCc1cc(C(=O)NCC2CC2)no1	-1	1.9	1.5	-12	11	2.0	-1	-1.1	-7	-11	-11
Cc1ccc(C(C)C)c(OCc2ccc(C(=O)N/N=C/c3ccc(C(=O)O)cc3)cc2)c1	0	4.5	0.8	-11	-3	-1.1	-3	2.1	-17	5	-8
CC(OC(=O)/C=C/c1ccc(Br)cc1)C(=O)N1CCOCC1 (stereo unspecified)	-3	-0.6	0.5	7	-1	-0.1	6	0.6	11	1	-2
CCN1CCN(c2ccc([N+](=O)[O-])cc2C(=O)c2ccc(Cl)cc2)CC1	-3	2.7	-0.8	-6	-13	2.9	-23	-2.9	16	-16	105
NC(=O)/C(=C\c1cccnc1)NC(=O)c1ccccc1	-6	3.2	0.7	7	0	-2.0	1	1.4	28	9	19

Later entries:
SMILES	Tat transport	phage Ecoli inh	AddAB inh	PKA-R1A activ	PKA-R2B act	OPRM1-OPRD1 ag	HTR5A inv ctr	E coli growth	PfHsp90 yeast 2	OPRM1-OPRD1 inv	SUMO Mot1 rescue
Cc1ccc(C)c(NC2=NC3(CCCCC3)N=C(N)N2)c1	0	3.0	4.9	2	-3	-3.8	2	1.1	14	16	399
N#CCCSc1nc(N2CCOCC2)c2c(c1C#N)CCCC2	-2	0.8	-1.6	-3	4	-0.1	11	-2.3	·	1	0
COc1ccc(C(=O)Nc2ccccc2C(=O)N2CCCCCC2)cc1	6	-0.1	2.5	3	-7	-0.5	11	0.0	12	3	-2
COc1cc(-c2nc(CN(C)Cc3nnc(C)o3)c(C)o2)ccc1F	-3	3.0	-2.5	-7	-14	-1.1	-22	-1.9	·	6	19
Cc1ccc(CN=C2Nc3ccccc3CS2)cc1	-1	3.1	4.8	-15	3	8.3	3	1.5	·	-43	-37

Filtered by structure, the compounds so far containing bromine (two)
SMILES	Tat transport	phage Ecoli inh	AddAB inh	PKA-R1A activ	PKA-R2B act	OPRM1-OPRD1 ag	HTR5A inv ctr	E coli growth	PfHsp90 yeast 2	OPRM1-OPRD1 inv	SUMO Mot1 rescue
O=C(NN1C(=O)C2C3C=CC(O3)C2C1=O)c1cccc(Br)c1 (stereo unspecified)	-4	2.6	0.9	-5	-16	-2.3	19	0.0	2	12	-6
CC(OC(=O)/C=C/c1ccc(Br)cc1)C(=O)N1CCOCC1 (stereo unspecified)	-3	-0.6	0.5	7	-1	-0.1	6	0.6	11	1	-2
